Ecoli viability: reduces bacterial viability in AddAB counter-screen | E. coli V3065 growth, OD600 absorbance, 18 h | inhibition, % at 11.9 µM | 330,000 compounds, 0.27% hits | AID 449728;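 active = inhibition above the campaign's mean inhibition across all tested compounds plus 3 SD, cut at about 9.9% in these data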;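 note: uninfected addAB+ strain grown without phage in ampicillin broth; 0% = DMSO wells and 100% = ciprofloxacin 0.95 µg/ml wells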
SR-BI HDL uptake: blocks mouse SR-BI lipid uptake from DiI-HDL | ldlA[mSR-BI] CHO cells, DiI-HDL uptake fluorescence, 3 h | AID 488896 | 320,000 compounds, 0.96% hits | inhibition, % at 12.5 µM;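 active = mean replicate inhibition of at least 70% and a set share of replicates each scoring 70 or more; inconclusive = meets just one of the two criteria; inactive = fails both criteria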;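 note: 0% = median of neutral control wells and 100% = median of positive control wells; values of inactives mirror those of a sister screen read the other way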
Target sequence (Q61009 whole entry, looked up): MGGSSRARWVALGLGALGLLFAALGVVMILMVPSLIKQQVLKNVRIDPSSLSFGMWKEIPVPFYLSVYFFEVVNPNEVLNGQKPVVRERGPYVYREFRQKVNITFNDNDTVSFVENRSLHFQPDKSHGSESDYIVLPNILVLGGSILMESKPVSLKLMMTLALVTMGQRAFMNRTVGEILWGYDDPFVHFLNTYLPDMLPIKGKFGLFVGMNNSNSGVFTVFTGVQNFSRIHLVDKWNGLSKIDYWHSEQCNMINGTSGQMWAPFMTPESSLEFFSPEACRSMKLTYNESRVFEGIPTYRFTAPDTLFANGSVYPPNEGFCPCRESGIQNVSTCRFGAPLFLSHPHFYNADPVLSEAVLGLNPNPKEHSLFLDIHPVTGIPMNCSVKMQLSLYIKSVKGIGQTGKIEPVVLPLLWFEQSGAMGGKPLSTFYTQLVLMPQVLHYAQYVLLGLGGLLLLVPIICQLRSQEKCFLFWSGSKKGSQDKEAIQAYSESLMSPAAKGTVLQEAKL
Tat export inh: E. coli Tat transport inhibition; 340,000 compounds, 0.036% hits; AID 488895; E. coli MC4100 TorA-mCherry Tat export, fluorescence; inhibition, % at 10 µM;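 active = mean replicate inhibition at least 50% and at least half of replicates individually reaching 50%; inconclusive = only one of the two criteria met; inactive = neither criterion met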;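 note: exported cargo escapes ClpAP degradation while cytoplasmic cargo is degraded and loses fluorescence; 0% = median of neutral control wells and 100% = median of NaSCN control wells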
MITF TRPM1 HTS: MITF TRPM1 promoter activation in melanoma cells. SK-MEL-5 TRPM1-promoter luciferase, 24 h; % of positive control, neutral wells = 0. activation, % at 12.5 µM. 300,000 compounds, 0.75% hits. AID 588334;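 active = mean activation of at least 80% with every replicate also reaching 80%; inconclusive = mean reaches 80% but some replicate falls short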;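 note: 0% = neutral control wells and 100% = parthenolide positive control wells; values of inactives mirror those of a sister screen read the other way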
CAL PDZ FP-1: inhibitors of human CAL PDZ peptide binding; Q9HD26; purified CAL PDZ, TMR-peptide fluorescence polarization, 1 h; inhibition, % at 24.9 µM; 300,000 compounds, 0.92% hits; AID 602252;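 active = mean inhibition of at least 30% with at least half of replicates also reaching 30%; inconclusive = no clear call, values can overlap the other calls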;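 note: 0% = DMSO neutral control and 100% = excess unlabeled competitor peptide PRC23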
SR-BI DiI-HDL act: SR-BI HDL lipid transfer activation; CHO ldlA[mSR-BI] cells, DiI-HDL uptake fluorescence, 3 h; 100 = double the neutral-control signal; activation, % at 12.5 µM; 320,000 compounds, 0.096% hits;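 active = mean replicate activation of at least 60% and every replicate at or above 60%; inconclusive = mean or all-replicate condition met, but not both; inactive = mean below 60% and not all replicates reaching 60%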;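 note: 0% = median plate neutral-control signal and 100% = twice that signal; values of inactives mirror those of a sister screen read the other way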
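Material: SR-BI-overexpressing, LDLR-lacking CHO cells; schedule: compound exposure 3 h, 37 °C; reagent: DiI-labelled HDL at 10 µg/mL final; technique: bottom-read fluorescence, 550/595 nm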
CAL PDZ FP-2: blocks peptide binding to human CAL PDZ domain; Q9HD26; purified CAL PDZ, TMR-peptide fluorescence polarization, 1 h; inhibition, % at 20 µM; 330,000 compounds, 0.02% hits; AID 504414;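 active = highest replicate inhibition of at least 40%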;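 note: plate controls were DMSO neutral control wells for no effect and unlabeled competitor peptide control wells for full effect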
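Control set: unlabelled peptide and DMSO controls / Material: purified CerCALP PDZ construct / Timing: 1 h incubation at room temperature before polarization reading / Doses: 20 µM, one dose / Detection: fluorescence polarization (mP)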
phage Ecoli inh: E. coli growth loss with phage present | growth absorbance | 360,000 compounds, 0.26% hits | inhibition, % at 11.9 µM | AID 651602; in the data active = inhibition above about 11%
Wnt act: Wnt/beta-catenin pathway activation; Wnt/beta-catenin reporter cell assay, activator, plate reader; activation, % at 9.35 µM; 300,000 compounds, 1.2% hits; AID 743398; in the data active = activation above about 30%, passing the limit was not always enough; inconclusive = no clear call, values can overlap the other calls;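 note: 0% = neutral control wells and 100% = positive control wells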
AddAB inh: less growth of phage-infected E. coli with AddAB; E. coli expressing H. pylori AddAB, absorbance growth; AID 435030; inhibition, % at 11.9 µM; 330,000 compounds, 0.29% hits; in the data active = inhibition above about 12%;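 note: 0% = vehicle wells of infected cells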
Numbers without * were called inactive; ? = inconclusive; / = not tested or not shown. This is a random part of the collection, and some 3.6% of all compounds hit somewhere here.

entry	SMILES	MITF TRPM1 HTS	SR-BI DiI-HDL act	CAL PDZ FP-1	Tat export inh	SR-BI HDL uptake	phage Ecoli inh	AddAB inh	Wnt act	Ecoli viability	CAL PDZ FP-2
1	CCOC(=O)c1c(NC(=O)CSc2nnc(-c3cccc(C)c3)n2CC)sc(C(C)=O)c1C	4.0	-38.6	-1.0	13.9	38.5	-0.6	2.0	/	0.2	-2.6
2	CCOc1ccc(N(CC(=O)Nc2ccccc2C(=O)NCc2ccco2)S(C)(=O)=O)cc1	-0.8	-3.0	/	-1.5	3.0	3.2	2.2	/	-2.2	-1.0
3	CC(C)c1ccc(NC(=O)CN2C(=O)c3ccccc3S2(=O)=O)cc1	3.4	/	-2.4	-5.2	/	-0.2	2.9	2.2	0.7	-0.6
4	Cc1ccc(NC(=O)c2ccco2)cc1C	70.0	-7.4	-1.0	4.7	7.4	1.9	0.8	/	-1.4	-2.9
5	Cc1nc(NC(=O)c2ccco2)sc1-c1csc(Nc2ccc(Cl)cc2)n1	-27.5	-84.5	-1.5	?	84.5*	2.2	0.3	-0.8	-1.2	0.1
6	COc1ccc(NC(=O)N(Cc2ccc3c(c2)OCO3)C2CC(=O)N(c3ccc(OC)cc3)C2=O)cc1 (centres undefined)	13.3	13.0	0.1	4.3	-13.0	0.5	-0.2	/	-0.4	/
7	CCCC(=O)NC(c1ccc(OC)cc1)c1c(O)ccc2ccccc12 (centres undefined)	-21.8	-19.5	-7.3	-3.7	19.5	0.0	-1.3	0.6	-1.9	-0.8
8	CCOc1ccc(C(=O)NC(C(=O)NCc2ccccn2)C(C)C)cc1 (centres undefined)	-14.0	15.5	0.4	7.1	-15.5	2.0	0.1	/	-2.4	-0.6

Carrying on.
entry	SMILES	MITF TRPM1 HTS	SR-BI DiI-HDL act	CAL PDZ FP-1	Tat export inh	SR-BI HDL uptake	phage Ecoli inh	AddAB inh	Wnt act	Ecoli viability	CAL PDZ FP-2
9	CCCCN(CCCC)S(=O)(=O)c1ccc(NC(=O)Cc2cccs2)cc1	-13.8	-0.7	/	11.4	0.7	1.9	-1.5	-4.1	-0.8	-1.4
10	O=[N+]([O-])c1ccc(Cl)cc1P(=O)(O)c1cc(Cl)ccc1[N+](=O)[O-]	9.5	10.9	18.5	-1.2	-10.9	1.3	/	-1.1	/	-0.1
11	O=C(NNc1c2ccccc2nc2ccccc12)C(O)c1ccccc1 (centres undefined)	-0.3	-52.6	-9.4	4.8	52.6	0.4	4.1	5.2	-2.4	-3.7
12	Cc1cccc(NCC(=O)N/N=C\c2cccn2C)c1	10.7	-0.8	-5.7	4.9	0.8	0.8	-0.8	-0.8	-0.9	-0.2
13	Cc1ccccc1NC(=O)CSc1nnc(-c2ccoc2C)n1CCc1ccccc1	-0.3	-3.6	-0.2	3.7	3.6	0.8	-1.1	/	-0.8	-1.4
14	CCCCSc1nc(C)cc(C)c1S(=O)(=O)c1ccccc1C	-4.0	/	4.7	10.5	/	1.9	1.9	-0.3	-1.0	-4.3
15	COc1ccccc1Cn1c(=S)[nH]c2cc(C(=O)NCCCN3CCOCC3)ccc2c1=O	3.8	6.6	0.4	4.3	-6.6	-1.5	-3.2	-1.5	-2.3	-5.1
16	Cc1c(CCO)c(=O)n(C)n1C(=O)c1ccc(Cl)cc1	/	0.8	-2.7	-2.4	-0.8	1.1	2.8	/	0.1	-2.9

The results go on.
entry	SMILES	MITF TRPM1 HTS	SR-BI DiI-HDL act	CAL PDZ FP-1	Tat export inh	SR-BI HDL uptake	phage Ecoli inh	AddAB inh	Wnt act	Ecoli viability	CAL PDZ FP-2
17	O=C(NCc1nnnn1-c1ccc(F)c(F)c1)c1cc2ccccc2o1	13.4	0.4	-3.5	-1.2	-0.4	2.9	-2.1	-1.4	0.0	-2.0
18	COc1ccc(NC(=S)Nc2ccccn2)cc1	?	-5.3	-8.1	-5.1	5.3	-1.2	2.0	35.5*	-2.0	-1.5
19	O=C(Nc1nc(-c2ccncc2)cs1)c1ccc(F)cc1	-2.2	13.7	/	-8.7	-13.7	3.7	4.0	-1.0	0.7	0.3
20	CCOc1nc2cnccc2n(CC(=O)Nc2ccccc2C(=O)OC)c1=O	-10.5	4.0	-0.4	10.6	-4.0	4.1	3.5	-1.0	-2.4	-2.3
21	O=C(NCc1ccco1)c1ccc(Cl)s1	-9.6	12.4	0.1	4.8	-12.4	4.5	0.5	0.0	-2.4	0.1
22	COC(=O)c1ccc(NC(=O)CSCc2ccc(C)cc2)cc1	-1.4	2.1	-4.2	5.1	-2.1	2.3	1.5	-13.3	-0.3	-1.1
23	COc1ccc(-c2nn(-c3ccccc3)cc2CNC(C)Cn2cncn2)c(F)c1 (centres undefined)	-6.2	4.7	-8.5	-0.9	-4.7	2.8	1.4	-2.0	1.3	13.7
24	CCOC(=O)CNC(=O)c1cn(C)c(=O)c2cc(OC)c(OC)cc12	-3.8	/	0.8	0.4	-19.0	0.9	0.7	5.9	-1.6	0.4

(continued)
entry	SMILES	MITF TRPM1 HTS	SR-BI DiI-HDL act	CAL PDZ FP-1	Tat export inh	SR-BI HDL uptake	phage Ecoli inh	AddAB inh	Wnt act	Ecoli viability	CAL PDZ FP-2
25	CCCC(c1nnnn1CS(=O)(=O)c1ccc(C)cc1)N1CCC(C(N)=O)CC1 (centres undefined)	-2.5	/	-5.7	-3.4	/	0.3	0.7	-1.3	0.1	1.2
26	COc1ccc2nc(SC)cc(C)c2c1	9.4	-1.4	3.8	-6.0	1.4	3.0	-1.8	-5.5	-3.9	-0.6
27	Cc1cc(NC(=O)Nc2ccc(F)c(Cl)c2)no1	23.3	-5.1	/	-5.4	5.1	5.1	-0.8	-1.8	-0.8	-8.5
28	COc1ccc(/C=C/C(=O)Nc2ccccc2C(=O)N2CCCC2)cc1	/	-42.3	0.1	-1.2	42.3	0.6	1.1	/	0.0	-1.1
29	COc1ccccc1C(=O)Nc1ccnn1C1CCN(C(=O)C2CCOC2)CC1 (centres undefined)	13.6	-1.8	-3.9	0.5	1.8	2.0	2.5	0.9	-0.7	-2.3
30	O=C(CCCOc1ccc(Cl)cc1)NCCc1ccccc1	11.6	4.9	4.0	4.2	-4.9	-0.3	0.4	0.0	-0.8	/
31	Nc1ccc(C(=O)OCC(=O)NC2CCCc3ccccc32)cc1[N+](=O)[O-] (centres undefined)	/	24.9	/	-6.3	-24.9	0.0	-0.5	/	0.2	0.2
32	Cn1c(SCC(=O)NCc2ccc(F)cc2)ncc(C(=O)Nc2ccccc2)c1=O	-22.2	-1.2	-6.8	-2.7	1.2	0.1	-1.4	-2.2	-2.4	-0.3

Continued:
entry	SMILES	MITF TRPM1 HTS	SR-BI DiI-HDL act	CAL PDZ FP-1	Tat export inh	SR-BI HDL uptake	phage Ecoli inh	AddAB inh	Wnt act	Ecoli viability	CAL PDZ FP-2
33	CCC(C)C(=O)Nc1nc(C)c(-c2csc(Nc3cc(Cl)ccc3OC)n2)s1 (centres undefined)	0.7	-71.7	-4.5	-10.4	71.7*	1.8	-0.6	-6.8	-2.2	-1.6
34	COc1ccc(CCC2(C)OCC(CCCCO)O2)cc1 (centres undefined)	8.6	2.8	-3.8	-6.5	-2.8	1.3	/	-1.1	/	-2.0
35	Cc1oc(-c2ccccc2)cc1C(=O)Nc1cccc(C(=O)O)c1	2.2	5.1	/	23.4	-5.1	-0.4	1.2	/	-0.2	-2.1
36	C=CCn1c(COc2ccc(Cl)cc2)nnc1SCC(=O)NCC(=O)OCC	/	-11.3	0.2	-5.7	11.3	-0.3	-0.4	-8.4	2.1	-2.1
37	COc1ccc(/C=C(/NC(=O)c2ccccc2)C(=O)NCCN2CCOCC2)cc1OC	-2.4	-4.9	5.5	-6.2	4.9	1.7	-2.0	-5.4	0.9	-2.6
38	COC(=O)C(NC(=O)c1ccc(OC)cc1)(Nc1ncc(S(=O)(=O)c2ccc([N+](=O)[O-])cc2)s1)C(F)(F)F (centres undefined)	-13.9	-22.1	-4.7	-0.6	22.1	/	0.4	-3.4	0.6	0.3
39	CCCOC(=O)C(C)n1c(-c2ccccc2)nc2ccccc2c1=O (centres undefined)	0.5	0.1	0.0	-5.9	-0.1	4.0	1.9	/	0.1	-0.7
40	CCOC(=O)c1sc(NC(=O)Nc2ccc(Cl)cc2)cc1C	33.4	-75.7	-0.9	3.7	75.7*	9.1	6.3	15.5	7.2	-2.5

New compounds follow:
entry	SMILES	MITF TRPM1 HTS	SR-BI DiI-HDL act	CAL PDZ FP-1	Tat export inh	SR-BI HDL uptake	phage Ecoli inh	AddAB inh	Wnt act	Ecoli viability	CAL PDZ FP-2
41	N#Cc1cccc(NC(=O)COC(=O)CCc2ccc(S(=O)(=O)N3CCOCC3)cc2)c1	0.5	7.0	-0.6	-7.9	-7.0	-2.0	0.1	-2.8	-1.2	0.4
42	COCC(C)n1c(C)cc(C(=O)COC(=O)c2ccc3c(c2)NC(=O)CS3)c1C (centres undefined)	-4.9	-10.8	-3.9	-1.6	10.8	2.2	1.6	-7.8	-2.5	-3.8
43	O=c1[nH]c2cc3c(cc2cc1CN(Cc1nnnn1CC1CCCO1)C1CCCCC1)OCO3 (centres undefined)	/	9.1	/	-1.0	-9.1	-0.5	2.2	-0.8	-0.9	-0.4
44	O=C1CC(c2cccc(Oc3ccccc3)c2)NC(=O)N1 (centres undefined)	/	12.1	-2.3	-8.7	-12.1	4.6	-0.1	-1.2	-1.3	/
45	O=c1ccn([C@@H]2O[C@H](CNS(=O)(=O)c3csc(-c4ccno4)c3)[C@@H](O)[C@H]2O)c(=O)[nH]1	4.5	-10.4	-2.4	5.4	10.4	1.6	/	-1.4	/	-0.4
46	Cn1nnnc1Sc1ncnc2scc(-c3cccc4c3sc3ccccc34)c12	-47.9	28.7	0.1	-8.8	-28.8	0.0	3.6	-4.0	-2.2	-0.4
47	CCc1nc(N[C@@H](Cc2c[nH]c3ccccc23)C(=O)O)c2oc3ccccc3c2n1	-13.6	-0.6	-3.8	-0.3	0.6	6.5	0.4	/	-0.2	-1.8
48	O=C(CNC(=O)c1[nH]cnc1C(=O)NC(c1ccccc1)c1ccccc1)OCc1ccccc1	-3.6	0.9	1.2	-15.5	-0.9	1.6	-0.4	-1.8	0.3	-0.7

Single entries from the results shown.
Reading of O=C1CC(c2cccc(Oc3ccccc3)c2)NC(=O)N1 (centres undefined) under Wnt act: -1.2
Reading of O=c1[nH]c2cc3c(cc2cc1CN(Cc1nnnn1CC1CCCO1)C1CCCCC1)OCO3 (centres undefined) under Ecoli viability: -0.9

Compound activity (PubChem BioAssay)
